Source: PubChem (several laboratories)
hgDAF-12 ag: H. glycines DAF-12 receptor agonists, primary screen, cell-based, luminescence, HEK293, GAL4 fusion, UAS-luciferase. 1.8% of 370,000 active. AID 687014, 2013. Nuclear hormone receptor DAF-12 (Heterodera glycines), GAL4 fusion. HEK293 GAL4-hgDAF12 UAS-luciferase reporter, agonist luminescence; normalized to butyrate control. activation, % at 6.8 µM;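 active means activation above a cutoff set at the mean of all screened compounds plus 3 SD, cut at about 10% in these data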;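 further: 0% = DMSO wells and 100% = sodium butyrate wells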
NPR1 activator: GC-A stimulated cGMP production enhancers – HEK293 GC-A cells, cGMP TR-FRET, EC30 ANP, primary screen; 0.14% of 370,000 active; activation, % at 10 µM; Atrial natriuretic peptide receptor 1 (Homo sapiens), P16066; 0% at EC30 ANP, 100% saturating ANP; in the data active means activation above about 40%
hcDAF12 agonist: H. contortus DAF-12 nuclear receptor activators, primary screen, cell-based, luminescence, HEK293, lit1-tk-luc reporter; HEK293 hcDAF-12 lit1-tk-luc reporter; 0% DMSO, 100% Δ7-dafachronic acid; activation, % at 6.8 µM; 1.4% of 370,000 active;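 active means activation above the mean of all tested compounds plus 3 SD, cut at about 5.5% in these data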;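 further: 100% = response to 3 µM Δ7-dafachronic acid high control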
DAX1 inh-1: DAX1 (NR0B1) inhibitors on StAR promoter, primary screen, cell-based, luminescence, SF-1 (NR5A1), full-length DAX-1. HEK293T StAR-luciferase reporter, SF-1/DAX-1 repression relief. inhibition, % at 6.8 µM. 1.1% of 370,000 active. AID 652010, 2013;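 active means inhibition above the mean over all tested compounds plus 3 SD, cut at about 3.6% in these data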;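 further: 0% = DAX-1 cells with DMSO and 100% = cells lacking DAX-1 with DMSO; higher inhibition means more luminescence from relief of DAX-1 repression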
sPLA2-III inh: human group III sPLA2 inhibitors, primary screen, biochemical, QFRET, BODIPY PC-A2 liposome substrate | Group 3 secretory phospholipase A2 (Homo sapiens), Q9NZ20 | AID 743126, 2013 | QFRET BODIPY PC-A2 liposome hydrolysis, fluorescence | inhibition, % at 12.2 µM | 0.56% of 370,000 active;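 active means inhibition above mean plus 3 SD of compounds lying within the high and low control bounds, cut at about 19% in these data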;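 further: 0% = median of test compound wells and 100% = no enzyme DMSO wells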
Target sequence (Q9NZ20 whole entry, looked up): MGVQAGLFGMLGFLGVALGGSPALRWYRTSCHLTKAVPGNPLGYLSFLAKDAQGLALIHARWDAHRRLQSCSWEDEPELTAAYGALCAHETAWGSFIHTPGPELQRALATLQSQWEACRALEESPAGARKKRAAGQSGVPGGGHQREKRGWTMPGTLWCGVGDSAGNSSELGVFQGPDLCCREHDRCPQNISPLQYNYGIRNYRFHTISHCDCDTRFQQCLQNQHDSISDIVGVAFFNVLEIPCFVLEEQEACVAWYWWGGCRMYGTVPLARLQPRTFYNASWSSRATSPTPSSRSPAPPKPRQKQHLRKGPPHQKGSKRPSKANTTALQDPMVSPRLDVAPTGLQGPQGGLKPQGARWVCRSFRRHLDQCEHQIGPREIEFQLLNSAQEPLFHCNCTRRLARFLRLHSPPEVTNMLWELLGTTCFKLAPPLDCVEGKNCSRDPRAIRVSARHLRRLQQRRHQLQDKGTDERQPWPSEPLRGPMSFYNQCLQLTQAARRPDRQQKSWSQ
FXN GAA850 act: FXN promoter activators, primary screen, cell-based, luciferase luminescence, HEK293 lucGAA850; HEK293 lucGAA850 FXN promoter luciferase reporter, 24 h; percent of 10 µM SAHA response; activation, % at 6 µM; 0.56% of 360,000 active;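 active means activation above the average of all compounds screened plus 3 SD, cutoff fixed separately per campaign, cut at about 7.5% in these data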;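 further: 0% = DMSO wells and 100% = 10 µM SAHA wells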
ssDAF12 agonist: S. stercoralis DAF-12 nuclear receptor activators, primary screen, cell-based, luminescence, HEK293, GRIP1 co-expression, lit1-tk-luc; 1% of 370,000 active; HEK293 ssDAF-12/GRIP1 lit1-tk-luc reporter; % of 3 µM dafachronic acid response; activation, % at 6.8 µM;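 active means activation above the mean over all tested compounds plus 3 SD, cut at about 0.9% in these data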;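 further: 0% = DMSO-only wells and 100% = 3 µM delta7-dafachronic acid wells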
DAX1 inh-2: DAX1 (NR0B1) inhibitors, primary screen, cell-based, HEK293, Gal4-DAX1, luciferase luminescence. AID 504766, 2011. inhibition, % at 6.75 µM. 0.99% of 340,000 active. HEK293 Gal4-DAX1 luciferase reporter;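 active means inhibition above the mean over all tested compounds plus 3 SD, cut at about 4.2% in these data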;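 further: 0% = DAX1-transfected cells with DMSO and 100% = empty-vector control cells with DMSO; inhibition shows as a rise in luminescence from relieved DAX1 repression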
Target sequence (P51843 207-470 limits assumed): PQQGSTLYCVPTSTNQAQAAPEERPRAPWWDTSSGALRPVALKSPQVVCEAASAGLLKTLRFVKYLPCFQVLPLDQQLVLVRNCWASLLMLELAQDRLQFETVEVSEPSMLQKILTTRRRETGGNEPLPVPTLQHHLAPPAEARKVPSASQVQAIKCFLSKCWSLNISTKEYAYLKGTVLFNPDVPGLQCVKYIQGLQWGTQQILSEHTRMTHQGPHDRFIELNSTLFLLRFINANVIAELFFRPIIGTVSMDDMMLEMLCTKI
KLK7 zymogen act: proKLK7 zymogen activators, primary screen, biochemical, fluorescence intensity | Kallikrein-7 (Homo sapiens), P49862 | 0.9% of 370,000 active | purified proKLK7, EDANS-DABCYL substrate fluorescence; 100% is mature enzyme control, 0% vehicle | activation, % at 7 µM;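 active means activation above the mean of all tested compounds plus 3 SD, computed per campaign excluding outliers beyond control limits, cut at about 13% in these data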
Target sequence (P49862 whole entry, looked up): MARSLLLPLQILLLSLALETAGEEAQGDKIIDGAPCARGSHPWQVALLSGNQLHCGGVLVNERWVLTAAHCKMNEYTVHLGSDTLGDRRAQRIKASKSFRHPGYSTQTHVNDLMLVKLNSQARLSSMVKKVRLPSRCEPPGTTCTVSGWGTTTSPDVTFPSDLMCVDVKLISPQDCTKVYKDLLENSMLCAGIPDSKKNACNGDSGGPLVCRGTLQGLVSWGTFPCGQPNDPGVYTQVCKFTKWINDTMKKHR
GC-B act: human GC-B receptor activators, primary screen, HEK293 GC-B cells, cGMP TR-FRET, EC30 CNP; Atrial natriuretic peptide receptor 2 (Homo sapiens), P20594; 0% at EC30 CNP, 100% saturating CNP; activation, % at 10 µM; 0.11% of 370,000 active; AID 1920062, 2024;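 active means activation at 10 µM reaching about 35% in either raw or pattern-adjusted values, limit read from the data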
SMARCA2 act: SMARCA2 (BRM) function activators, primary screen, cell-based, luminescence, high throughput | MG213 cells, MMTV-luciferase reporter, dexamethasone, overnight | activation, % at 9.1 µM | 1% of 370,000 active; in the data active means activation above about 7.8%;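 further: 0% = vehicle wells and 100% = reference activator wells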
Active calls of the source: *; . = not tested or not shown.

SMILES	hgDAF-12 ag	NPR1 activator	hcDAF12 agonist	DAX1 inh-1	sPLA2-III inh	FXN GAA850 act	ssDAF12 agonist	DAX1 inh-2	KLK7 zymogen act	GC-B act	SMARCA2 act
CCCCCCN1C[C@@H](n2cc(C3CC3)nn2)[C@H](O)C[C@@H]1c1ccc(OC)cc1	0.9	-14	-0.2	-0.6	-20	1.3	-0.6	-0.6	0.9	-10	-2
COc1ccc(CN2C(=O)c3cccnc3C2=O)cc1S(=O)(=O)NC1CCCCC1C (stereo not given)	0.7	2	-1.2	0.0	3	1.7	-0.9	0.5	0.0	0	-2
CCOC(=O)c1sc(/N=C/C2=C(O)CC(C)(C)CC2=O)c(C(=O)OCC)c1C	4.7	1	-0.9	1.2	1	4.5	-1.0	0.2	-0.3	-5	5
CCCNC(=O)c1c(Cl)cnn1-c1ccc(C)cc1	15*	2	4.1	2.3	0	7.7*	-0.5	.	-0.3	3	4
NNc1nc2ccc(Cl)cc2s1	2.9	-1	5.5	-0.3	1	2.4	-0.2	0.8	1.0	-5	1
CCOc1ccc(NC(=O)CSc2nnc(CCNC(=O)c3ccc(OC)cc3)n2CC)cc1	1.3	0	1.0	0.4	6	1.4	0.1	1.3	0.5	1	0
Cc1ccc2nc(C)cc(C(=O)OCC(=O)Nc3cccnc3Cl)c2c1	0.8	-1	-0.6	-0.3	-4	-0.9	-1.1	0.9	-6.8	2	-5
CC(C)NCCCCOc1ccc(Br)cc1Cl	0.8	2	0.8	0.2	7	1.0	-1.2	0.3	0.7	0	0
O=C(NCC1CC1)Nc1ccc(Cl)cc1	5.3	-5	3.2	0.5	3	0.9	-0.3	0.7	0.1	-3	3
CCOc1ccc(C(=O)NCC(=O)NCCOc2ccc(C)cc2)cc1	0.5	3	-0.8	1.2	0	0.7	-0.7	0.4	-0.5	-6	-2
CCOC(=O)C1=CNS(=O)(=O)NC1c1ccccc1 (stereo not given)	2.0	1	-0.7	-0.2	5	-0.8	0.0	-0.8	1.5	-3	0
Cc1ccc(C2NC(=O)c3c(sc4c3CCN(C)C4)N2)s1 (stereo not given)	7.3	-3	-0.5	0.9	-6	3.3	-0.2	0.5	5.6	-1	1
CC(=O)Nc1c2c(nn1-c1ccccc1)CS(=O)C2 (stereo not given)	2.4	-1	0.8	0.1	0	-1.1	-0.9	0.5	-0.1	-1	0
COc1cccc(-c2cc(NC(C)=O)c3ncc(-c4cccc(C(C)=O)c4)n3c2)c1	-1.2	3	-1.4	-0.8	-10	0.1	-1.2	.	0.1	10	-3
CCOC(=O)C1(CCOc2ccccc2)CCN(Cc2ccc(OC)c(O)c2)CC1	1.1	0	-2.5	-0.3	-9	-2.7	-0.8	-2.2	-0.2	-6	-4
COc1ccc(C(CNC(=O)c2ccc(S(=O)(=O)N3CCCC3)cc2)N2CCOCC2)cc1 (stereo not given)	-0.3	-6	-0.3	-0.4	0	-0.5	-1.3	-1.2	0.6	2	-4
CN(C)CCNC(C(=O)Nc1cc(Cl)cc(Cl)c1)c1ccccc1 (stereo not given)	2.5	-58	-0.3	-0.6	-11	0.8	0.0	-0.6	-0.1	-19	-1
COc1cc(/C=C2\CCCc3c2nc2ccccc2c3C(=O)O)cc(Br)c1O	-0.9	2	-0.7	-0.1	-3	-1.4	-0.8	-0.3	1.5	6	3
COc1ccc(CN2CCN(Cc3ccccc3C(F)(F)F)CC2)c(OC)c1	0.8	-16	-1.7	-0.7	18	-3.7	-1.1	0.6	-1.3	-8	0
C(=N\Nc1ncnc2sc3c(c12)CCC3)/c1cccs1	0.4	6	2.4	1.1	8	13*	-1.1	0.3	-1.2	-6	-3
COC(=O)C1=CN(c2ccc(OC)cc2)C(N)=C(C#N)C1c1ccc(OC)cc1 (stereo not given)	-0.7	-1	-1.1	0.9	-13	.	-0.8	.	1.0	-7	-3
O=C(Nc1cc(-c2ccccc2)[nH]n1)c1ccccc1F	12*	-1	1.7	2.0	-10	2.2	-0.7	.	0.2	-2	9.3*
C=CCn1c(SCC(=O)c2ccc(Cl)s2)nc2ccccc2c1=O	0.6	-6	-0.3	0.8	-22	-0.5	-1.1	0.4	0.3	-6	1
Cc1nc(SCCO)c([N+](=O)[O-])[nH]1	-1.7	5	0.1	-0.2	1	0.8	-1.1	4.1	0.3	2	-2
O=C(CN1CCOCC1)Nc1ccc([N+](=O)[O-])cc1Br	-0.3	-2	0.7	-1.0	3	-1.0	1.3*	1.5	0.0	-4	-1

Some of the entries so far, with values under each structure:
Under each structure: hgDAF-12 ag, NPR1 activator, hcDAF12 agonist, DAX1 inh-1, sPLA2-III inh, FXN GAA850 act, ssDAF12 agonist, DAX1 inh-2, KLK7 zymogen act, GC-B act, SMARCA2 act
COc1cc(/C=C2\CCCc3c2nc2ccccc2c3C(=O)O)cc(Br)c1O
  -0.9, 2, -0.7, -0.1, -3, -1.4, -0.8, -0.3, 1.5, 6, 3
COc1ccc(CN2CCN(Cc3ccccc3C(F)(F)F)CC2)c(OC)c1
  0.8, -16, -1.7, -0.7, 18, -3.7, -1.1, 0.6, -1.3, -8, 0
C(=N\Nc1ncnc2sc3c(c12)CCC3)/c1cccs1
  0.4, 6, 2.4, 1.1, 8, 13*, -1.1, 0.3, -1.2, -6, -3
COC(=O)C1=CN(c2ccc(OC)cc2)C(N)=C(C#N)C1c1ccc(OC)cc1 (stereo not given)
  -0.7, -1, -1.1, 0.9, -13, ., -0.8, ., 1.0, -7, -3
O=C(Nc1cc(-c2ccccc2)[nH]n1)c1ccccc1F
  12*, -1, 1.7, 2.0, -10, 2.2, -0.7, ., 0.2, -2, 9.3*
C=CCn1c(SCC(=O)c2ccc(Cl)s2)nc2ccccc2c1=O
  0.6, -6, -0.3, 0.8, -22, -0.5, -1.1, 0.4, 0.3, -6, 1
Cc1nc(SCCO)c([N+](=O)[O-])[nH]1
  -1.7, 5, 0.1, -0.2, 1, 0.8, -1.1, 4.1, 0.3, 2, -2

The listing continues:
SMILES	hgDAF-12 ag	NPR1 activator	hcDAF12 agonist	DAX1 inh-1	sPLA2-III inh	FXN GAA850 act	ssDAF12 agonist	DAX1 inh-2	KLK7 zymogen act	GC-B act	SMARCA2 act
CC(=O)c1ccc(NC(=O)CSc2nc(N)c3cc4c(nc3n2)CCCC4)cc1	4.5	1	1.2	-0.4	-3	7.7*	-1.6	-0.9	-2.9	7	-1
O=C(O)c1cc(-c2ccc(/C=N/Nc3ccc([N+](=O)[O-])cn3)o2)ccc1Cl	-0.8	0	-0.5	0.1	0	0.4	-1.4	-0.4	-0.6	4	-3
CC1(C)CC2CC(C)(CN2C(=O)COC(=O)c2ccc(Cl)cc2N)C1 (stereo not given)	0.3	0	-1.1	0.0	0	2.1	-0.8	0.2	-0.9	-2	0
CCOC(=O)c1ccc[n+](CC(=O)c2ccc(OC)cc2)c1	-1.1	7	-0.2	-0.1	-16	0.1	-0.8	-0.9	0.0	6	-1
CN=C1CC(C)(C)CC(=O)/C1=C(/O)CCCN1C(=O)c2ccccc2C1=O	0.5	-2	0.1	-0.1	8	1.6	-1.1	1.6	0.2	5	-5
CS(=O)(=O)N(CC(=O)NC1CCCC1)c1ccc(Oc2ccccc2)cc1	-0.6	-3	-1.6	-0.6	0	-0.1	-1.1	0.4	-0.2	-3	-3
O=C(NCc1ccccc1)[C@H]1C[C@@H]1[C@H](NP(=O)(c1ccccc1)c1ccccc1)c1ccccc1	-3.6	-15	-1.4	-0.4	0	-3.7	-1.7	-0.3	0.3	-15	-1
CC(C)(C)c1ccc(C(=O)NC(=S)NCC2CCCO2)cc1 (stereo not given)	-4.0	5	-2.6	-0.3	-3	1.3	-0.9	1.4	0.6	-4	2
COc1cc(Nc2ccn3nccc3n2)cc(OC)c1OC	-3.2	-2	1.3	1.5	-2	2.8	-0.5	.	0.2	0	-2
Cc1cc(C)c(C)c(S(=O)(=O)N2CCN(C(=O)CCc3nc4ccccc4c(=O)[nH]3)CC2)c1C	3.4	-7	0.0	0.3	-5	1.1	-1.0	0.1	0.0	-6	2
O=c1oc2ccccc2c(NC2CCCCC2)c1NS(=O)(=O)c1ccc(F)c(Cl)c1	-0.2	-5	1.4	0.1	-11	0.7	-0.5	2.5	0.3	-4	3
CCN(CC)C(=O)CN1C(=O)C2CC=C(Cl)CC2C1=O (stereo not given)	-1.2	1	-1.8	-0.1	1	-1.2	-1.4	-1.0	-0.3	-2	0
CCS(=O)(=O)N1CCC(C(=O)Oc2ccccc2)CC1	-3.2	1	-1.8	0.0	11	-0.1	-1.6	1.9	-0.8	8	-4
Cc1cccc(C)c1NC(=S)N(Cc1ccco1)C1CCN(C(C)C)CC1	-2.4	-2	0.1	0.0	-3	2.5	-1.2	0.9	0.5	-3	4
CC(=O)OC(C)C1C2=C(C(=O)CC1(C)O)C(=O)c1c(ccc(-c3ccc4c(c3O)C(=O)C3=C(C4=O)C(C(C)OC(C)=O)C(C)(O)CC3=O)c1O)C2=O (stereo not given)	3.1	1	0.9	-0.4	5	0.2	-0.7	2.8	0.6	6	-2
Cc1cc2c(c(=O)o1)[C@@]1(C(=O)N(C)c3ccccc31)C1=C(CCC1=O)O2	-0.1	5	-0.8	-0.6	12	.	-1.3	.	0.2	10	-6
CCOc1ccc2nc(NCCNS(=O)(=O)c3ccccc3)c(C#N)cc2c1	-0.2	-3	1.0	-0.3	-30	2.6	-1.4	-0.6	11	4	-4
O=C(Nc1ccc(Cl)cc1)N1CCC(c2nc(-c3ccc(F)cc3)no2)CC1	-0.6	10	-1.1	-2.4	0	0.1	-1.4	-2.6	0.6	-9	-2
CCOc1cccc(C(=O)Nc2ccccc2C(=O)N2CCN(C)CC2)c1	-1.3	0	0.4	0.4	2	-1.2	-1.0	0.5	0.1	-4	0

Pulled one by one from the entries so far (2):
SMILES	hgDAF-12 ag	NPR1 activator	hcDAF12 agonist	DAX1 inh-1	sPLA2-III inh	FXN GAA850 act	ssDAF12 agonist	DAX1 inh-2	KLK7 zymogen act	GC-B act	SMARCA2 act
CCS(=O)(=O)N1CCC(C(=O)Oc2ccccc2)CC1	-3.2	1	-1.8	0.0	11	-0.1	-1.6	1.9	-0.8	8	-4
Cc1cc2c(c(=O)o1)[C@@]1(C(=O)N(C)c3ccccc31)C1=C(CCC1=O)O2	-0.1	5	-0.8	-0.6	12	.	-1.3	.	0.2	10	-6
